PAFAH1B2 FP inh: PAFAH1B2 (human) inhibition; P68402; recombinant PAFAH1B2, FP-rhodamine activity probe, fluorescence polarization; inhibition, % at 3.39 µM; 1.2% of 340,000 active; AID 492953;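 active means inhibition above the mean of all tested compounds plus 3 SD, cut at about 24% in these data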;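 further: 0% = enzyme with DMSO and 100% = wells lacking PAFAH1B2; many of its hits are not listed in these tables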
Target sequence (P68402 whole entry, looked up): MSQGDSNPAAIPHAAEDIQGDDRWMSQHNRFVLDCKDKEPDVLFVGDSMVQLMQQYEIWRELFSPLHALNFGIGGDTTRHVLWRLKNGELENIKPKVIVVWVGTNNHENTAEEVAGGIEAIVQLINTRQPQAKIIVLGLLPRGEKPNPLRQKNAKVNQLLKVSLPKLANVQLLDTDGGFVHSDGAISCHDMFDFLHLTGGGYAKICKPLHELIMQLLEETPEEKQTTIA
PAD4 FP inh: blocks human protein arginine deiminase 4; Q9UM07; recombinant PAD4, RCA probe fluorescence polarization; inhibition, % at 6.36 µM; 0.41% of 330,000 active;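 active means percent inhibition above a cutoff equal to the mean of all tested compounds plus 3 SD, cut at about 15% in these data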;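 further: 0% = PAD4 with RCA probe and DMSO and 100% = probe without PAD4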
PME-1 primary: blocks human protein phosphatase methylesterase 1 | Q9Y570 | recombinant PME-1, FP-Rh probe fluorescence polarization | inhibition, % at 5.9 µM | 0.53% of 320,000 active;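 active means inhibition above the campaign mean of all compounds plus 3 SD, cut at about 26% in these data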;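 further: competitive labeling of PME-1 active site by serine hydrolase directed probe; 0% = PME-1 with DMSO and 100% = wells lacking PME-1 enzyme; inhibitors block probe labeling so polarization falls and inhibition rises; many of its hits are not listed in these tables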
LYPLA2 inh: counter-screen for PME1 inhibitors: inhibitors of human LYPLA2. O95372. recombinant LYPLA2, FP-Rh probe fluorescence polarization. inhibition, % at 5.9 µM. 0.38% of 320,000 active. AID 2177;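 active means inhibition above the screen-wide mean plus 3 SD, limit set per campaign, cut at about 26% in these data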;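 further: 0% = LYPLA2 with DMSO and 100% = wells lacking LYPLA2 enzyme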
pPAFAH inh: pPAFAH (human) enzyme inhibition; Q13093; recombinant pPAFAH, FP-rhodamine probe fluorescence polarization; inhibition, % at 3.39 µM; 1.5% of 330,000 active;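 active means inhibition above the mean inhibition across the screen plus 3 SD, cut at about 25% in these data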;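 further: inhibitors block binding of the rhodamine activity-based probe so polarization drops; 0% = enzyme with DMSO and 100% = wells lacking pPAFAH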
Target sequence (Q13093 whole entry, looked up): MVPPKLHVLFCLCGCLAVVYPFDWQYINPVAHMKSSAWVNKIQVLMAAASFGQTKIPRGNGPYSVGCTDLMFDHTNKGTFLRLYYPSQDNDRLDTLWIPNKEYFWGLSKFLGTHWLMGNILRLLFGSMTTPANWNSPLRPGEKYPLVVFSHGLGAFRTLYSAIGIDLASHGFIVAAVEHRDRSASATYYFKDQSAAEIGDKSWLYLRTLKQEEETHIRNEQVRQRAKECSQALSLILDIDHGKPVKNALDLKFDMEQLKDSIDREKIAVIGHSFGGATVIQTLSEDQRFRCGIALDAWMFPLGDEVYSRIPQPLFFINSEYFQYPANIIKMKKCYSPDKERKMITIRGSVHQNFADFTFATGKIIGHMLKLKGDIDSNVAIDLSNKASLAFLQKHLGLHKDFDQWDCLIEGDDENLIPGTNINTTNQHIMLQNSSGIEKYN
LYPLA1 counter: blocks human lysophospholipase 1, a PME1 counter-screen; inhibition, % at 5.9 µM; AID 2174; 0.16% of 320,000 active; recombinant LYPLA1, FP-Rh probe fluorescence polarization; O75608;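 active means inhibition above the mean of all tested compounds plus 3 SD, set per campaign, cut at about 14% in these data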;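 further: inhibitors block serine hydrolase probe labeling of LYPLA1 so polarization falls; 0% = enzyme with DMSO and 100% = wells lacking LYPLA1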
PREPL inh: inhibitors of human prolyl oligopeptidase-like enzyme PREPL | recombinant PREPL, fluorescence polarization activity-based probe | inhibition, % at 5.96 µM | AID 2751 | 0.68% of 320,000 active; in the data active means inhibition above about 43%;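 further: 0% = enzyme with DMSO and 100% = wells lacking enzyme; many of its hits are not listed in these tables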
PAFAH1B3 FP inh: inhibitors of human PAFAH1B3; inhibition, % at 3.39 µM; 0.28% of 340,000 active; AID 492972; Q15102; recombinant PAFAH1B3, FP-rhodamine probe, fluorescence polarization;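 active means inhibition above the screen-wide average of all tested compounds plus 3 SD, cut at about 25% in these data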;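 further: 0% = enzyme with DMSO only and 100% = wells lacking PAFAH1B3 protein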
GSTO1 counter: blocks human GSTO1 in RBBP9 counter-screen; inhibition, % at 5.96 µM; AID 1974; 1.1% of 300,000 active; P78417; recombinant GSTO1, activity-based probe fluorescence polarization;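 active means inhibition above the campaign mean inhibition plus 3 SD, cut at about 35% in these data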;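 further: 0% = GSTO1-1 with DMSO and 100% = wells lacking GSTO1-1 enzyme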
Target sequence (P78417 whole entry, looked up): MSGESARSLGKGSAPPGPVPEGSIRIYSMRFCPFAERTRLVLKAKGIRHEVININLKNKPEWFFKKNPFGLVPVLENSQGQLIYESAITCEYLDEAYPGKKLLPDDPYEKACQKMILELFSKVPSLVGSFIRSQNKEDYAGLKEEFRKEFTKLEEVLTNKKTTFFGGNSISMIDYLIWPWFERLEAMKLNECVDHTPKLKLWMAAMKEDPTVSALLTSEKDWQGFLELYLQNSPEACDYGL
Numbers without * were called inactive; . = not tested or not shown. Not all compounds are listed; count on the stated rates, not on these rows.

mol,GSTO1 counter,PME-1 primary,PAFAH1B3 FP inh,PAFAH1B2 FP inh,LYPLA1 counter,LYPLA2 inh,pPAFAH inh,PREPL inh,PAD4 FP inh
Cc1ccc(S(=O)(=O)c2nc(C(C)(C)C)oc2N2CCOCC2)cc1,4,-1,2,-1,-4,-6,-7,2,0
Cc1csc2ncnc(N3CCN(C(=S)Nc4ccc(C(F)(F)F)cc4)CC3)c12,8,-15,.,.,-10,-11,1,13,2
O=C(NCCCN1CCOCC1)Nc1ccc(Cc2ccc(NC(=O)NCCCN3CCOCC3)cc2)cc1,-2,2,1,4,-1,-5,1,1,0
Cc1ccc2[nH]c(O)c(N=O)c2c1,3,12,21,14,4,6,4,4,-1
O=C(O)CCC(=O)N1CN2CN(C(=O)CCC(=O)O)CC([N+](=O)[O-])(C2)C1,0,2,4,3,-1,5,0,10,-3
O=C(NCc1cn2ccsc2n1)Nc1cccc(Cl)c1,-8,1,-8,4,-2,0,-1,-1,1
CCCCNC(=O)C1CC(c2cccc(F)c2)=NO1 (stereo unspecified),-1,0,6,6,1,4,5,1,2
NC(=S)N/N=C1\CC(n2nnn(-c3cccc(Cl)c3)c2=S)C2COC1O2 (stereo unspecified),11,10,1,0,4,4,6,-27,4
CC(C(=O)NCc1ccco1)n1nc(-c2ccccc2)c2cc(Cl)ccc21 (stereo unspecified),2,-4,2,3,-1,-1,10,2,-3
O=C(COc1ccc(Br)cc1Br)NN1C(=O)c2ccccc2C1=O,1,1,.,.,0,3,3,4,-8
NC1=NC(c2ccccc2)N=C(Nc2ccccc2)N1 (stereo unspecified),3,-5,.,.,3,2,6,-12,1
Cc1ccnc(NS(=O)(=O)c2ccc3ccccc3c2)n1,3,-8,11,6,3,-4,-1,5,-4
CC(=O)c1cccc(NS(=O)(=O)c2ccc(NC(=O)N3CCCCC3)cc2)c1,4,2,8,-1,1,1,9,4,-2
O=C(Nc1ccn(Cc2c(F)c(F)cc(F)c2F)n1)c1ccc(COc2ccc(Cl)cc2Cl)o1,-7,-16,-14,-10,-11,-20,-9,-45,0
COc1ccc(-c2nnn(-c3cc(Cl)cc(Cl)c3)c2N)cc1,-7,6,0,3,1,-3,8,16,1
S=c1[nH]nc(COc2ccccc2)n1/N=C/c1c(Cl)cccc1Cl,11,4,4,5,-2,1,23,4,2
COCCNC(=O)c1ccccc1NC(=O)c1cccc([N+](=O)[O-])c1C,4,-1,12,8,2,4,0,7,4
O=C(CSc1nc2ncccc2[nH]1)NC1CCCC1,3,-3,-10,3,1,-3,5,-1,2
Cc1ccc(CC2CC(=O)N(c3ccc(Cl)cn3)C2=O)cc1 (stereo unspecified),0,2,5,3,1,4,-2,-8,0
CCNS(=O)(=O)c1ccc(NC(=O)Nc2ccccc2OC)cc1,-7,4,1,5,-1,0,1,2,-2
CCCCOc1ccccc1NC(=O)CC1Nc2ccccc2NC1=O (stereo unspecified),-11,11,12,3,-6,-3,9,-5,23*
CCOCCc1c(O)nc(SC)[nH]c1=O,0,-4,8,2,-3,0,6,14,-3
CC12CC3(C)CC(C)(C1)CC(C(=O)NCCc1ccc(S(N)(=O)=O)cc1)(C2)C3,3,0,4,7,2,5,1,-3,1
Cc1cccc(NC(=O)c2cc(Cl)sc2Cl)c1C,5,1,4,3,2,5,3,4,-1
CCCN(CC1CC1)C(=O)CCc1nnc(C(OC)c2ccccc2)o1 (stereo unspecified),2,-3,0,4,1,-3,7,4,-4
COC(=O)c1ccc(COC(=O)c2ccc(SC)cc2OC)cc1,-4,2,1,-1,-1,1,5,-12,-2
CC(OC(=O)CN1C(=O)C2CCCCC2C1=O)C(=O)Nc1ncc(Cl)cc1Cl (stereo unspecified),3,0,-3,1,1,2,-5,6,3
CC1Cc2ccccc2N1CC(=O)c1c(N)n(Cc2ccccc2)c(=O)n(C)c1=O (stereo unspecified),0,-7,10,7,-5,1,0,2,0
CCOCCCNC(=O)C(c1ccc(C)cc1)N(Cc1ccc2c(c1)OCO2)C(=O)CNC(C)=O (stereo unspecified),2,-1,0,6,-1,-6,1,5,-2
C=CCn1c(SCc2ccc(C(=O)Nc3nccs3)cc2)nnc1-c1ccc(C)c(Cl)c1,-9,-11,-16,-1,-11,-11,0,-12,-6
COc1ccccc1CNC(=O)CN(C)CC(=O)Nc1cccc(F)c1,0,11,-2,2,-1,7,5,-5,-3
O=C1N=C(N2C=CC(=C3C=CNC=C3)C=C2)/C(=C/N=NC(=O)c2ccccc2O)S1,31,2,16,7,-3,1,26*,24,2
COc1ccccc1NC(=O)c1ccc(Br)c(S(=O)(=O)N2CCCC2)c1,10,-4,-7,-2,-7,-10,-9,4,-2
CCC(C)N(C(=O)COc1ccc(Br)cc1C=O)C1CCS(=O)(=O)C1 (stereo unspecified),4,-3,4,2,4,9,3,12,2
COc1ccc(-c2nc(N)ncc2-c2ccccc2)c(O)c1,-3,3,-4,-3,-4,-3,3,4,-2
O=C(CSC(=S)N1CCCC1)Nc1ccc(Br)cc1Cl,2,4,8,5,-3,1,12,12,-2
CCn1c(/C=C/c2ccc(O)cc2)nc2ccccc2c1=O,-3,21,3,2,2,4,1,20,7
Cc1ccccc1NC(=O)c1nn(C)c2c1CS(=O)(=O)c1ccccc1-2,-2,1,8,1,1,40*,0,-9,4
COCCN(C(=O)C1CCCO1)c1c(N)n(CC(C)C)c(=O)[nH]c1=O (stereo unspecified),.,-1,2,2,2,-3,0,-1,0
CCC(C)N1C(=O)S/C(=C/c2ccc3c(c2)n(C)c(=O)n3C)C1=O (stereo unspecified),-6,0,6,-2,0,2,7,6,3
COc1ccccc1NC(=O)C(=O)NCc1ccncc1,-4,2,3,-1,0,-3,2,-3,1
O=C(CN1C(=O)c2ccccc2S1(=O)=O)Nc1ccc([N+](=O)[O-])cc1,.,.,10,2,.,.,3,31,6
Cc1ccc(C(=O)COC(=O)[C@@H](NC(=O)c2ccco2)C(C)C)s1,.,.,-1,-1,.,.,2,0,2
COc1ccc(-c2nc(NC(=O)CSc3nnc(C)s3)ns2)cc1,1,-2,-1,0,-2,1,3,12,-14
CCOC(=O)N1CCN(C(=O)COC(=O)c2ccc(S(=O)(=O)N(CC)CC)cc2)CC1,15,-7,1,5,-1,5,7,4,-3
COc1ccc(/C=C/C(=O)Nc2cccc(F)c2)cc1S(=O)(=O)N1CCOCC1,-6,4,3,1,-7,-1,4,11,0
C=CCNCCCOc1ccc(C)cc1Br,5,4,3,5,-1,7,-1,2,-4
Cc1nc2ccccc2n1CC(=O)OCC(=O)NCc1ccccc1,-14,-7,-4,2,-4,-2,-4,1,-4
CCc1cc2c(SCC(=O)c3ccc(Cl)s3)ncnc2s1,-3,-5,-7,-7,-4,0,4,-1,-3
COc1ccc2[nH]c(=O)c(CN(CCO)C(=O)c3ccccc3F)cc2c1,-1,-2,-4,0,2,-3,4,-3,1

(more compounds)
mol,GSTO1 counter,PME-1 primary,PAFAH1B3 FP inh,PAFAH1B2 FP inh,LYPLA1 counter,LYPLA2 inh,pPAFAH inh,PREPL inh,PAD4 FP inh
CCOc1ccc2nc(NC(=O)C3CCN(C(=O)c4ccco4)CC3)sc2c1,4,6,0,-1,-3,4,3,-3,2
COc1nc2c(s1)C(=O)NCCC2,1,-4,3,9,-1,2,1,-1,-6
Cc1ccc(CSc2nccc(-c3c(C)nc4ccccn34)n2)cc1,2,-3,.,.,0,3,7,-43,-3
Cn1c(=O)c2c(SCC(=O)N3CCCc4ccccc43)nc(C3CC3)nc2n(C)c1=O,1,-5,-1,4,3,6,4,10,2
CCOC(=O)N1CCN(Cc2ccc(F)cc2F)CC1,0,-4,7,-3,3,1,0,1,-2
COc1ccc(CCNC(=O)CN(CCc2ccccc2)S(C)(=O)=O)cc1,7,-10,-2,7,-2,-1,-3,-1,-6
CCOC(=O)Cc1csc(NC(=O)CCCc2ccccc2)n1,-3,-1,4,11,1,4,0,9,-1
Cc1ccc(-n2nc3c(=O)n(CC(=O)NCc4ccccn4)nc(C)c3c2C)cc1,-4,-1,16,0,5,7,5,13,-4
COc1cc(C(=O)NCCCN2CCCC2=O)cc(OC)c1OC,3,2,7,-1,-3,3,2,3,3
COc1ccc(CCNC(=O)C2Cc3ccccc3C(=O)O2)cc1 (stereo unspecified),3,4,2,0,3,7,8,-21,-3
CN(C)CCNC(=O)c1ccc(CS(=O)(=O)c2ccc(Br)cc2)o1,-2,-7,-5,4,1,-1,3,-28,2
C/C(=N\Nc1ccccc1[N+](=O)[O-])c1ccccc1O,1,-4,10,9,-5,-3,7,31,2
COc1ccc(/C=C/C(=O)OCC(=O)Nc2ccc(Cl)c(S(=O)(=O)N(C)C)c2)cc1OC,-6,-13,-3,-5,-19,-19,15,-3,-1
NC(N)=NS(=O)(=O)c1ccc(N/C=C\C(=O)c2ccncc2)cc1,2,-4,2,3,-1,-5,-4,12,1
Cc1nn(CCC(=O)NNC(=S)Nc2ccccc2)c(C)c1Br,11,0,-6,0,2,-2,0,-4,3
CNC(=S)N/N=C/c1ccc(-c2ccc(Cl)c([N+](=O)[O-])c2)o1,6,9,.,.,-1,-1,6,7,-6
CCc1nnc(N/N=C/c2c(F)cccc2Cl)n1N,23,-3,-5,5,0,6,3,-11,37*
CC(C)CN1CCC(=O)N([C@H](CSc2ccc(Br)cc2)Cc2ccccc2)CC1,1,0,4,18,3,0,2,-58,-2
Cc1ccc(-n2nc(-c3ccco3)cc2C(=O)NCc2cccnc2)cc1,-4,7,-1,4,-2,-1,4,3,-9
CCOC(=O)C1(C)NC(c2ccc(OC)c(OC)c2)C2C(=O)N(CC)C(=O)C21 (stereo unspecified),-8,-3,-6,2,2,3,-2,11,4
Cc1cc(C)c2c(N)c(C(=O)N3CCc4ccccc4C3)sc2n1,4,4,14,1,10,1,7,16,-2
COc1ccc(COCC(O)CN2CCOCC2)cc1OC (stereo unspecified),4,-4,2,-2,2,-4,4,5,3
O=C(CSc1nc2ccccc2[nH]1)Nc1nc(-c2ccccc2)c(-c2ccccc2)o1,11,-2,13,4,-2,3,3,5,-1
Cc1sc2nc(CN3CCCC3)nc(Cl)c2c1C,17,-4,6,-3,0,4,0,15,5
CN(CC(=O)NCc1ccco1)S(=O)(=O)c1ccc2c(c1)c(=O)n(C)c(=O)n2C,10,-2,7,2,-2,2,6,2,-4
Cc1nc2c(c(=O)n1CCC1=CCCCC1)c1nc3ccccc3nc1n2/N=C/c1ccccc1,-4,-3,-3,-5,-2,3,2,-40,-3
CC(NC(=O)c1ccc(F)cc1)C(c1cccs1)N1CCN(C)CC1 (stereo unspecified),1,0,4,-1,3,5,2,-10,-2
COC(=O)c1ccc(CNC(=O)C(NC(=O)c2ccco2)C(C)C)cc1 (stereo unspecified),7,-4,-1,6,-3,-12,-2,-1,2
Cc1ccc(-c2nc3cnccn3c2Nc2c(C)cccc2C)o1,6,-4,-5,3,-1,1,0,5,0
Cc1ccc2cc(-c3noc(C4CCCCC4)n3)c(=O)[nH]c2c1,2,1,-5,-3,-2,3,-1,-3,5

Source: PubChem (The Scripps Research Institute Molecular Screening Center)
